# HSF-1 act: HSF-1 activators, primary screen, NIH3T3-HGL cells, MG132 stress, luminescence, single point; NIH3T3-HGL HSF-1 luciferase reporter, 8 h; 100% = twice DMSO control signal; activation, % at 9 µM; 300,000 compounds, 1.7% hits; AID 504408, 2011;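 active means mean replicate activation of at least 50% with a set share of replicates each reaching 50%; inconclusive means only one of those two conditions met; inactive means mean below 50% and too few replicates reaching it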;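 further: 0% = median of the neutral control wells and 100% = twice that signal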
# HSF1 inh: HSF1 inhibitors in luciferase reporter cells, primary screen, cell-based, NIH3T3, luminescence. NIH3T3-HGL HSE-luciferase, MG132-induced, luminescence 8 h; stronger effect = lower value. activity change, negative = inhibition, % at 7.5 µM (by protocol). 300,000 compounds, 0.77% hits. AID 2098, 2009;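 active means more than half of replicate wells show activity change below -50%, luminescence cut by over half; inconclusive means some wells, but at most half, below -50%; inactive means no replicate well below -50%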;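 further: luciferase reports HSF-1 transcriptional activity via heat shock element; 0% = median of DMSO wells and -100% = zero luminescence signal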
# Platelet DG rel: inhibitors of platelet dense granule secretion, primary screen, cell-based, MLPCN, human platelets. human platelet-rich plasma, SFLLRN dense granule ATP release, luminescence. inhibition, %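 (compounds screened at 7.5 µM in platelet-rich plasma)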. AID 1663, 2009. 300,000 compounds, 0.22% hits;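 active means mean replicate score, as percent of positive control, at or above 50; inconclusive means mean below 50 but at least one replicate at or above 50; inactive means mean and every replicate below 50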
# HIF activator: HIF pathway transcriptional activators, primary screen, cell-based, U2OS HRE-luciferase, luminescence | U2OS HRE-luciferase reporter; normalized: DMSO 0%, desferrioxamine 100% | activation, % at 7.5 µM (by protocol) | 300,000 compounds, 0.32% hits | AID 1910, 2009;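 active means mean activation of at least 10% of the iron chelator positive control signal, with at least half of replicates also reaching 10%; inconclusive means mean and replicate majority disagree about reaching 10%; inactive means mean and most replicates under 10%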
# AI-2 QS mod: Vibrio harveyi AI-2 quorum sensing modulators, primary screen, JMH597 strain, luminescence/OD600 ratio; Vibrio harveyi JMH597 AI-2 luminescence/OD600 ratio, 9 h; stronger effect = lower value; strain lacks LuxN and CqsS sensors; 0 = neutral-control median; activity change, % at 7.5 µM; 300,000 compounds, 0.4% hits; AID 2094, 2009; in the data active means activity change below about -75%, passing the limit was not always enough; inconclusive means no clear call, values can overlap the other calls;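 further: luminescence divided by OD600 gain over 9 h not by final OD600 alone; inactives centre near 13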
# KLF5 inhibitor: KLF5 expression inhibitors, primary screen, DLD-1 cells, luminescence. inhibition, % at 5 µM. 290,000 compounds, 0.23% hits. DLD-1 KLF5 promoter-luciferase reporter;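 active means inhibition above a per-plate limit of that plate's mean compound inhibition plus 3 SD, cut at about 60% in these data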;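 further: 0% = DMSO wells and 100% = LY294002 at 200 µM; higher means less KLF5 promoter-driven luciferase light; inactives centre near -14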
# IEC-6 cytotox: cytotoxicity in IEC-6 intestinal epithelial cells, primary screen, cytotoxicity control for KLF5 inhibitor project, cell-based, luminescence. IEC-6 cytotoxicity, luminescence viability. AID 1825, 2009. 290,000 compounds, 0.78% hits. inhibition, % at 5 µM; in the data active means inhibition above about 22%;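 further: 0% = plate median of test compound wells and 100% = cytotoxic reference compound wells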
# aSyn UTR inh: MLPCN primary screen, SNCA 5' untranslated region | 300,000 compounds, 0.82% hits | alpha-synuclein 5'UTR reporter, inhibitor activity | inhibition, % (tested at 7.5 µM); in the data active means inhibition above about 60%; inconclusive means no clear call, values can overlap the other calls;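 further: H4 neuroglioblastoma cells stably carrying SNCA 5'UTR luciferase fusion; 0% = DMSO wells and 100% = positive control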
# SKKanGAS inh: S. pyogenes SKKanGAS growth inhibitors in kanamycin, primary screen, streptokinase expression inhibitor project, SKKanGAS strain, BacTiter-Glo luminescence; 6 h; inhibition, % at 7.5 µM; 300,000 compounds, 1.3% hits; AID 1662, 2009;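 active means mean replicate score, as percent of positive control median, at least 50; inconclusive means mean below 50 but one replicate at or above 50; inactive means mean and every replicate below 50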;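 further: strain carries kanamycin resistance gene driven by streptokinase promoter and grows in 40 µg/ml kanamycin; loss of luminescence reflects streptokinase promoter inhibition or plain growth inhibition; 0% = median of DMSO wells and 100% = positive control at its reference dose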
# HSP90 inh: HSP90 inhibitors, primary screen, cell lysate, luminescence; Heat shock protein HSP 90 (rabbit reticulocyte lysate; luciferase refolding); Rabbit reticulocyte lysate, luciferase refolding luminescence, 3 h; inhibition, % at 5.6 µM; 290,000 compounds, 0.91% hits;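 active means inhibition above the screen-wide mean plus 3 SD, computed separately per campaign, cut at about 16% in these data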;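 further: 0% = DMSO wells and 100% = 60 µM geldanamycin wells; inhibitors lower the luminescence because luciferase stays unfolded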
# Numbers without * were called inactive; ? = inconclusive; . = not tested or not shown; & = joins results of further samples.
SMILES,HSF-1 act,HSF1 inh,Platelet DG rel,HIF activator,AI-2 QS mod,KLF5 inhibitor,IEC-6 cytotox,aSyn UTR inh,SKKanGAS inh,HSP90 inh
CCc1[nH]nc2c1C(c1ccncc1)C(C#N)=C(N)O2 (centres undefined),2,-2,-2,0.1,12,-25,3,-4,11,-1
COc1ccc(C(=O)Nn2c(C)nnc2-n2nc(C)cc2C)cc1OC,7,-5,5,.,8,-3,-6,12,0,-2
Cc1cccc(OC(C)C(=O)N2CCN(Cc3ccc4c(c3)OCO4)CC2)c1 (centres undefined),1,-1,5,-0.2,12,2,2,4,-1,1
Cc1ncc(CO)c(/C=N/NC(=S)Nc2ccc(C(C)C)cc2)c1O,-31,-16,3,0.3,25,-4,-4,46,2,2
Cc1ccc(Nc2nc(N)nc(CN3CCCCCC3)n2)cc1,11,0,1,0.5,5,-41,-7,1,8,2
Cc1cc(C(=O)NC2CCCCCCC2)ccc1[N+](=O)[O-],16,-7,-17,1.8,4,.,.,-141,-4,.
S=C(Nc1cccc(Cl)c1Cl)N1CCC2(CC1)OCCO2,24,4,1,-0.5,35,1,5,-36,-5,3
O=C(Nc1nnc(C(F)(F)F)s1)c1cccnc1,.,.,-2,.,29,-126,0,.,2,-2
CCN1CCN(C(=S)Nc2ccc(Cl)cc2Cl)CC1,-3,3,4,0.3,-3,-11,1,-2,0,6
OC(CN1CCCCC1)Cn1c2ccccc2c2ccccc21 (centres undefined),12,-2,-7,-22,2,-44,-6,-13,1,-3
CCOC(=O)c1c(NC(=O)CSc2ncn[nH]2)sc(C)c1C,-4,-8,-3,-0.1,28,-8,8,5,2,-1
CN1CCN(S(=O)(=O)c2cccc(C(=O)Nc3sc4c(c3C(N)=O)CCCC4)c2)CC1,-1,-5,.,-0.5,-3,2,0,40,-2,1
COC(=O)c1sccc1NC(=O)COc1ccc(F)cc1Cl,32,13,-2,3.6,8,-35,7,-99,-9,6
C=CCNC(=O)COc1coc(CN2CCN(Cc3ccccc3)CC2)cc1=O,-20,-10,1,1.0,22,-18,-5,-1,4,-2
O=C(c1cc2cc(F)ccc2[nH]1)N1CCc2ccccc2C1,29,8,-9,1.5,13,-36,9,-52,-4,0
CCOc1cccc(N2C(=O)CC(N(CCc3ccc(OC)c(OC)c3)C(=O)CC)C2=O)c1 (centres undefined),-10,-16,5,-0.3,6&23,-25,-9,1,-5,-4
COc1ccc(NC(=O)Nc2ccc3c(c2)OCO3)c(C)c1,1,5,-6,1.3,23,-74,-8,-81,7,3
O=C(c1cc2cc(Cl)ccc2oc1=O)N1CCCCCCC1,1,2,-1,0.3,19,-37,3,11,-5,-7
COC(=O)Cn1ncc2c(C)n(Cc3ccccc3)c(C)c2c1=O,2,-4,13,2.6,12,-70,3,-123,1,-1
CNc1nc(N)c(C(=O)C(C)(C)C)s1,6,1,7,0.3,2,0,-3,-19,5,0
Cc1ccc(SC(C)C(=O)Nc2c(C)n(C)n(-c3ccccc3)c2=O)cc1 (centres undefined),-29,-8,7,0.2,29,-28,-4,22,-7,0
CN(C)c1cccc(C(=O)Nc2cc(C(F)(F)F)ccc2-n2cnc3ccccc32)c1,16,2,-14,-0.4,20,3,1,1,4,8
Cc1ccc(C2CC(c3ccc(Br)cc3)=NN2C(=O)CSC2=NN3CCCC(=O)N=C3S2)cc1 (centres undefined),41,36,4,-0.3,9,-20,1,4,33,5
Cc1cc(/C=C2\C(=N)N3C(SCc4ccccc4)=NSC3=NC2=O)c(C)n1Cc1ccccc1,-5,-7,-11,-0.3,30,-32,-10,18,33,-2
CCc1nc(SCc2cccnc2)c2c(=O)n(C)c(=O)n(C)c2n1,5,1,-2,-0.1,4,-16,-1,-19,-7,0
Cc1cnc(NC(=O)COc2ccccc2Cl)s1,-20,-16,27,-3.0,17,-29,5,82*,5,58*
Cc1nc2oc3ccccc3c(=O)c2cc1C(=O)O,0,-3,0,0.6,9,-22,-2,-12,11,2
COc1ccc(CNC(=O)CC23CC4CC(CC(C4)C2)C3)cc1OC,7,-1,2,0.4,12,-16,-6,9,0,-2
O=c1[nH]n(-c2cccc(Cl)c2)c2ncccc12,5,-3,5,-0.1,37,12,1,-6,-7,0
COc1ccc(S(=O)(=O)N2CCC(C(=O)OCC(=O)c3ccccc3)CC2)cc1[N+](=O)[O-],8,-3,-17,-1.0,26,-25,3,1,-4,-4
COCCN(C(=O)COC(=O)CC(C)c1ccccc1)c1c(N)n(Cc2ccccc2)c(=O)[nH]c1=O (centres undefined),-4,-4,-2,-0.8,8,.,.,-3,0,.
O=C(NCc1ccncc1)c1cc(-c2ccc(Cl)cc2)oc1C(F)(F)F,7,1,-10,-0.2,24,-2,-3,-3,7,-4
COc1ccc(CCNC(=O)c2sc(=S)n(C)c2N)cc1,39,17,-11,0.1,13,-31,3,-21,23,2
COc1ccc(C(N)CCc2ccc(C)o2)cc1 (centres undefined),35,7,5,-0.5,5,10,-2,-17,-1,5
CC(C)N1CCc2c(sc(NC(=O)CCS(=O)(=O)c3ccccc3)c2C(N)=O)C1,5,-6,-14,-0.5,21,-5,3,2,-7,-1
CCN(CC)C(=O)Cn1cc(S(=O)(=O)CC(=O)Nc2ccccc2C)c2ccccc21,27,21,-20,-0.3,20,-32,-5,19,-2,0

# Two of the compounds above, bar-delimited:
molecule | HSF-1 act | HSF1 inh | Platelet DG rel | HIF activator | AI-2 QS mod | KLF5 inhibitor | IEC-6 cytotox | aSyn UTR inh | SKKanGAS inh | HSP90 inh
COc1ccc(CNC(=O)CC23CC4CC(CC(C4)C2)C3)cc1OC | 7 | -1 | 2 | 0.4 | 12 | -16 | -6 | 9 | 0 | -2
O=c1[nH]n(-c2cccc(Cl)c2)c2ncccc12 | 5 | -3 | 5 | -0.1 | 37 | 12 | 1 | -6 | -7 | 0

# Additional compounds:
SMILES,HSF-1 act,HSF1 inh,Platelet DG rel,HIF activator,AI-2 QS mod,KLF5 inhibitor,IEC-6 cytotox,aSyn UTR inh,SKKanGAS inh,HSP90 inh
Cc1cc(NC(=O)c2ccc([N+](=O)[O-])o2)ccc1NC(=O)c1ccco1,72*,69,19,1.7,-94*,10,87*,-110,-14,7
CSc1ncccc1C(=O)NNc1cc(Cl)ccc1Cl,-33,-16,0,-0.7,14,-39,9,4,0,-1
CC(C)c1ccc(/C=c2\sc3nc(-c4ccncc4)nn3c2=O)cc1,1,5,0,0.0,6,21,6,-16,-9,4
Cc1ccc(NC(=O)CN2CCC(NC(=O)Cc3ccccc3)CC2)cc1C,-45,-36,-5,-0.5,22,-2,1,11,2,6
COC(=O)[C@H](Cc1ccccc1)NC(=O)NCc1ccccc1,-10,6,-3,-0.6,38,5,5,0,-6,4
COc1ccc(-c2c(NC(=O)c3ccco3)oc3ccc(Cl)cc3c2=O)cc1,6,8,14,0.2,-6,-15,5,13,12,2
Cc1ccc(-n2ncc3c2CCCC3NC(=O)CCn2ccnc2C)cc1C (centres undefined),-4,-10,-23,0.1,7,-34,1,-7,-5,2
Cc1ccc(NC(=O)c2ccc(Cl)c(S(=O)(=O)NCC3CCCO3)c2)c(O)c1 (centres undefined),6,-10,-8,-24,34,-40,-7,-5,12,1
Cc1ccc(N(Cc2cc3ccc(C)cc3[nH]c2=O)C(=O)c2ccco2)cc1,-7,1,0,-0.2,16,-17,0,10,-13,4
CC(C)C(NS(=O)(=O)c1cccc2nsnc12)C(=O)NC1CCCCC1 (centres undefined),-6,-3,12,-1.0,53,-34,-3,-42,1,0
O=S(=O)(NCc1cn2ccccc2n1)c1ccccc1F,5,-2,1,0.3,3,-32,1,-18,-9,-7
CCOC(=O)c1cc(CC)sc1NC(=O)c1ccc(N2C(=O)CCC2=O)cc1,7,0,9,-0.4,12,-14,2,-18,55*,0
CCOc1ccc(C(CC(=O)O)NC(=O)C23CC4CC(CC(C4)C2)C3)cc1OC (centres undefined),-10,-4,-2,0.4,6,-22,0,10,-3,-1
COc1ccc(NC(=O)OC(CN2CCCCC2)C(F)(F)F)cc1 (centres undefined),5,-3,0,-0.2,11,-21,2,0,-2,18*
O=C(c1ccco1)N1CCN(Cc2ccccc2F)CC1,-11,-5,17,2.2,5,-26,-3,-1,-8,3
Cc1ccc(CNC(=O)CS(=O)Cc2nc(-c3ccccc3F)oc2C)cc1 (centres undefined),-10,6,-3,0.2,13,-36,-6,5,-1,1
Cc1cccc(NC(=O)c2cc(-c3ccc(C)s3)nc3ccccc23)n1,-50,-44,9,0.0,6,-45,2,-93,-2,-1
Cc1ccccc1OCC(=O)OCC(=O)NCC1CCCO1 (centres undefined),6,-6,4,-0.5,12,0,-12,-3,-1,2
COCCn1ccc2c(OCC(=O)Nc3cc(OC)ccc3OC)cccc2c1=O,6,0,-8,-53,-2,.,.,-62,17,.
CC(NC(=O)c1ccc(OC2CCN(Cc3ccccn3)CC2)cc1)c1nccs1 (centres undefined),2,3,18,0.6,10,-15,4,2,3,1
Cc1cc(C)n(CC(O)COc2ccc3ccccc3c2)n1 (centres undefined),26,20,-4,3.9,24,-40,6,-114,-4,3
O=C1CCC/C(=N\NC(=O)COc2ccc(Cl)cc2)C1,-5,-1,0,-1.0,18,8,1,9,1,2
COc1cc(/C=C2/C(=N)N3N=C(CC(=O)N4CCOCC4)SC3=NC2=O)ccc1OCc1ccccc1,35,11,-6,2.8,8,-54,-6,-129,6,0
COc1ccc(/C=N/Nc2ccc([N+](=O)[O-])cc2)cc1O,20,28,-1,4.7,?,-233,4,-298,9,-9
CCOC(=O)Cn1nnc(-c2ccc(SC)cc2)n1,-5,7,-2,-0.5,17,-23,1,-13,3,-4
Cc1ccc(S(=O)(=O)NC(=O)NC(C)(C)C)cc1,-18,0,3,-0.5,23,16,-8,-5,0,2
COc1ccc(C(O)c2nc3ccccc3n2C(C)C)cc1 (centres undefined),-4,2,16,2.1,3,-5,1,-3,2,1
O=C(CCCN=C1NS(=O)(=O)c2ccccc21)OCC(=O)c1ccc(Br)cc1,15,1,-6,0.0,7,-3,0,17,0,2
C=CCOc1ccc(C2C(C(=O)c3ccc(C)o3)=C(O)C(=O)N2Cc2cccnc2)cc1 (centres undefined),1,6,-32,-0.6,17,0,-2,-13,1,-1
CCC1=[N+]([O-])C(C)(/C(C)=N\O)N(O)C1(C)C (centres undefined),-5,1,-1,-0.5,18,-7,2,14,-14,-1
COc1ccc(-c2nnc(-c3cccnc3)o2)cc1,37,10,5,1.2,0,-101,-7,-111,-4,-8
CCCS(=O)(=O)N1CCC(C(=O)N2CCOCC2)CC1,16,0,-2,-1.3,6,5,-2,-3,-1,0

# The order is random; overall some 6% were active at least once.
